PREPL inh: human PREPL enzyme inhibition; Q4J6C6; 0.68% of 320,000 active; AID 2751; inhibition, % at 5.96 µM; recombinant PREPL, fluorescence polarization activity-based probe; in the data active = inhibition above about 43%;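 note: 0% = enzyme with DMSO and 100% = wells lacking enzyme; many of its hits are not listed in these tables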
PAD4 FP inh: inhibitors of human PAD4; recombinant PAD4, RCA probe fluorescence polarization; 0.41% of 330,000 active; inhibition, % at 6.36 µM; AID 485272;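 active = percent inhibition above a cutoff equal to the mean of all tested compounds plus 3 SD, cut at about 15% in these data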;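 note: 0% = PAD4 with RCA probe and DMSO and 100% = probe without PAD4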
LYPLA1 counter: counter-screen for PME1 inhibitors: inhibitors of human LYPLA1 | O75608 | recombinant LYPLA1, FP-Rh probe fluorescence polarization | inhibition, % at 5.9 µM | 0.16% of 320,000 active | AID 2174;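 active = inhibition above the mean of all tested compounds plus 3 SD, set per campaign, cut at about 14% in these data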;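 note: inhibitors block serine hydrolase probe labeling of LYPLA1 so polarization falls; 0% = enzyme with DMSO and 100% = wells lacking LYPLA1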
LYPLA2 inh: LYPLA2 (human) inhibition in PME1 counter-screen | O95372 | recombinant LYPLA2, FP-Rh probe fluorescence polarization | inhibition, % at 5.9 µM | 0.38% of 320,000 active;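 active = inhibition above the screen-wide mean plus 3 SD, limit set per campaign, cut at about 26% in these data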;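 note: 0% = LYPLA2 with DMSO and 100% = wells lacking LYPLA2 enzyme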
GSTO1 inh: counter-screen for RBBP9 inhibitors: inhibitors of human GSTO1; P78417; recombinant GSTO1, activity-based probe fluorescence polarization; inhibition, % at 5.96 µM; 1.1% of 300,000 active; AID 1974;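 active = inhibition above the campaign mean inhibition plus 3 SD, cut at about 35% in these data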;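 note: 0% = GSTO1-1 with DMSO and 100% = wells lacking GSTO1-1 enzyme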
PAFAH2 FP inh: inhibitors of human PAFAH2 | Q99487 | recombinant PAFAH2, FP-rhodamine activity probe, fluorescence polarization | inhibition, % at 3.39 µM | 0.99% of 340,000 active | AID 492956;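 active = inhibition above the mean over all tested compounds plus 3 SD, cut at about 30% in these data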;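 note: inhibitors block probe labeling of enzyme so polarization drops; 0% = enzyme with DMSO and 100% = wells lacking PAFAH2 protein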
pPAFAH inh: inhibitors of human plasma PAF acetylhydrolase (pPAFAH); Q13093; recombinant pPAFAH, FP-rhodamine probe fluorescence polarization; inhibition, % at 3.39 µM; 1.5% of 330,000 active;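 active = inhibition above the mean inhibition across the screen plus 3 SD, cut at about 25% in these data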;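 note: inhibitors block binding of the rhodamine activity-based probe so polarization drops; 0% = enzyme with DMSO and 100% = wells lacking pPAFAH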
Target sequence (Q13093 whole entry, looked up): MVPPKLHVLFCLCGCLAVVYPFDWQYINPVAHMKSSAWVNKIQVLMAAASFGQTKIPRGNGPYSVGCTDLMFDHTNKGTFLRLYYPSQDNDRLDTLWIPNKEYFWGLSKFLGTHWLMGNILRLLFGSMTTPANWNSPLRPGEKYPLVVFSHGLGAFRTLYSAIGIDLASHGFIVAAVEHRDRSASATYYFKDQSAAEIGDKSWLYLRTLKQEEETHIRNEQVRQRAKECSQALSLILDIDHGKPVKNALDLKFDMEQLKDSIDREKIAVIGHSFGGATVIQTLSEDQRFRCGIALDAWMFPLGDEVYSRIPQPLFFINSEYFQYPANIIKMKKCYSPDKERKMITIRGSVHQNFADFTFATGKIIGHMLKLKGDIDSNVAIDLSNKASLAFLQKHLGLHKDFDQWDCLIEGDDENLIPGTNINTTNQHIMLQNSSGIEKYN
PAFAH1B2 FP inh: inhibitors of human PAFAH1B2 | P68402 | recombinant PAFAH1B2, FP-rhodamine activity probe, fluorescence polarization | inhibition, % at 3.39 µM | 1.2% of 340,000 active;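 active = inhibition above the mean of all tested compounds plus 3 SD, cut at about 24% in these data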;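 note: 0% = enzyme with DMSO and 100% = wells lacking PAFAH1B2; many of its hits are not listed in these tables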
Target sequence (P68402 whole entry, looked up): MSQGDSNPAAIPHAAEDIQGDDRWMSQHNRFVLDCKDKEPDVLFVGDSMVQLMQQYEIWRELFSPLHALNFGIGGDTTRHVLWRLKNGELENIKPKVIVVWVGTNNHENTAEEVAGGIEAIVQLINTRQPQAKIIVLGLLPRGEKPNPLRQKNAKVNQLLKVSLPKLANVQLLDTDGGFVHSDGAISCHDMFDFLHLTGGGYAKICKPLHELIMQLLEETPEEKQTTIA
PAFAH1B3 inh: inhibitors of human PAFAH1B3; Q15102; recombinant PAFAH1B3, FP-rhodamine probe, fluorescence polarization; inhibition, % at 3.39 µM; 0.28% of 340,000 active; AID 492972;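 active = inhibition above the screen-wide average of all tested compounds plus 3 SD, cut at about 25% in these data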;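 note: 0% = enzyme with DMSO only and 100% = wells lacking PAFAH1B3 protein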
Target sequence (Q15102 whole entry, looked up): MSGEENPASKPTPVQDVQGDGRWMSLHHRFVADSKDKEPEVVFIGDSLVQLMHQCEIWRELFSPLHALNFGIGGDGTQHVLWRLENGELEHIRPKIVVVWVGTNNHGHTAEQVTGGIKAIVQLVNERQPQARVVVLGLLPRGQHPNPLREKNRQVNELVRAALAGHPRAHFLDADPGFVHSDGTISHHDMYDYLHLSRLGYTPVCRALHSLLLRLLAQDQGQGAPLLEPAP
Active calls of the source: *; . = no result given. This is a subset (hit frequency here may not be typical).

SMILES	PREPL inh	PAD4 FP inh	LYPLA1 counter	LYPLA2 inh	GSTO1 inh	PAFAH2 FP inh	pPAFAH inh	PAFAH1B2 FP inh	PAFAH1B3 inh
CN1CCN(c2ccc(CNS(=O)(=O)c3ccc(F)cc3Cl)cc2)CC1	-2	0	-4	-4	7	-2	5	1	0
CCN(CC)CCNc1nc2cc(OC)c(OC)cc2c2nc(-c3ccccc3)nn12	-33	-7	0	-5	-20	3	-1	0	3
COc1ccc(-c2nc(CSCC(=O)N3CCc4ccccc43)c(C)o2)cc1OC	15	1	-2	4	0	3	2	5	2
NC1=NC[C@H](Cc2ccc(O)cc2)N1CC1CCCCC1	5	1	2	1	5	-2	-2	-9	1
Brc1ccc2c(c1)C(c1ccc(N3CCOCC3)cc1)=NNC(c1cccs1)=N2	29	4	-2	4	4	-2	9	4	-1
COc1ccc(CNC(=O)C(C)N=C2NS(=O)(=O)c3ccccc32)cc1OC (centres undefined)	-7	2	4	10	-6	-11	5	4	-5
Cc1ccc(OS(=O)(=O)c2c(C)nn(C)c2Cl)c(C)c1	-5	0	0	6	6	0	2	6	9
Cc1ccc(NS(=O)(=O)c2cccc3cccnc23)cc1Cl	-8	-2	-5	1	-2	4	10	6	7
Oc1ccc(/C=N/N2CCN(Cc3ccccc3)CC2)cc1	21	-2	-1	-3	-1	8	0	6	3
CC(=O)c1ccc(N2CCN(C(=O)c3cc(-c4ccncc4)nc4ccc(Br)cc34)CC2)cc1	4	0	1	-3	-2	-1	3	-1	11
Cc1ccc(C)c(NC(=O)COC(=O)CCCN=C2NS(=O)(=O)c3ccccc32)c1	-9	-1	1	6	4	7	4	7	9
O=C(OCCCN1CCCCC1)c1ccc(O)cc1	26	-3	-2	7	5	4	13	-3	-5
CCC(CO)Oc1cc(NC(=O)c2ccc(F)cc2)c2ncn(C(C)C)c2c1 (centres undefined)	3	2	0	0	.	-3	2	1	-4
Cc1cc(C)c(C)c(OCCCCn2cnc3ccccc3c2=O)c1	-5	-1	-1	2	5	3	2	0	18
CN(C)c1ccc(N/C=C/C(=O)C(F)(F)F)cc1	16	39*	-5	-4	58*	1	42*	2	-2
O=C(Nc1ccc2nc(-c3cccs3)c(-c3cccs3)nc2c1)N1CCOCC1	-5	-3	-14	-17	0	-8	3	0	8
O=C(CSc1cccc[n+]1[O-])N1CCCc2ccccc21	13	4	3	1	3	-3	2	6	6
COc1cc(/C=C/C(=O)NCc2cccnc2)cc(OC)c1OC	-1	3	5	4	-4	1	-3	1	1
CC1CCc2c(sc(NC(=O)COC(=O)c3ccccc3NCc3ccco3)c2C#N)C1 (centres undefined)	3	-4	0	5	-2	-3	1	4	4
Cc1coc2cc3oc(=O)c(Cc4ccccc4)c(C)c3cc12	7	-2	-2	8	0	-4	-4	-2	-1
Cc1c(C(=O)N/N=C/c2ccccc2)[nH]c2ccc(Cl)cc12	8	2	-1	-10	-7	3	-2	1	-1
CSc1ccc(/C=C/c2ccc3cccc(O)c3n2)cc1	7	-7	-5	-12	15	2	-2	7	10
Nc1ncn(C23CC4CC(CC(C4)C2)C3)n1	-8	3	3	2	5	-4	6	6	0
COc1ccc(C)cc1S(=O)(=O)N1CCN(S(=O)(=O)c2cc(C)ccc2OC)C(C)C1 (centres undefined)	-6	-7	-1	-1	0	-3	4	1	3

Entries above that bear a hit mark in pPAFAH inh:
SMILES | PREPL inh | PAD4 FP inh | PAFAH2 FP inh | pPAFAH inh | PAFAH1B2 FP inh | PAFAH1B3 inh
CN(C)c1ccc(N/C=C/C(=O)C(F)(F)F)cc1 | 16 | 39* | 1 | 42* | 2 | -2

Next compounds.
SMILES	PREPL inh	PAD4 FP inh	LYPLA1 counter	LYPLA2 inh	GSTO1 inh	PAFAH2 FP inh	pPAFAH inh	PAFAH1B2 FP inh	PAFAH1B3 inh
Cc1nc(SCC(=O)NCCN2C(=O)CSC2=O)nc(C)c1C	6	-2	.	.	.	-3	2	3	5
O=S(=O)(c1ccc2[nH]c3c(c2c1)CCCC3)N1CCCCC1	0	2	-1	0	-8	7	14	5	5
CCn1c(=O)c2sccc2n(Cc2ccccc2)c1=O	3	-4	-1	0	4	2	3	2	7
O=C(CN1CCOCC1)Nc1ccc(N2CCN(c3ccccc3)CC2)c(F)c1	8	2	9	10	5	-2	-1	0	11
CC1(C)Cc2ccccc2C(=NC(Cc2ccccc2)C(=O)O)N1 (centres undefined)	11	0	-4	-1	-3	-3	1	4	3
COc1ccccc1N1CCN(C(=O)c2ccc3c(=O)n4c(nc3c2)CCCCC4)CC1	15	-4	2	4	.	-3	0	6	1
Clc1ccc(CNCc2cccs2)c(Cl)c1	-6	-2	1	3	-3	-7	3	5	1
O=C(Nc1ccccc1OC(F)F)c1ccc(S(=O)(=O)N2CCOCC2)cc1	0	-3	2	6	0	-2	0	4	0
Cc1cc(OCc2nn[nH]n2)c2c(C)c(Cc3ccccc3)c(=O)oc2c1	7	1	-10	2	-83	4	3	5	3
CC(C)CCOP(=O)(c1ccccc1)c1ccccc1	-1	-5	-2	-6	5	-6	0	1	4
CC(=O)CCc1c(C)nc2ccc(C)cc2c1Cl	9	5	-1	3	5	-1	6	3	3
CCc1nnc(NC(=O)Nc2ccccc2OC)s1	4	-4	-1	0	-5	4	4	2	10
CNC(=O)N(O)C1N(NC(=O)Nc2cccc3ccccc23)C(=S)SC1(C)C (centres undefined)	1	-5	1	-5	3	3	-8	-1	2
COc1ccc(C(=O)N/C(=C/c2cccs2)C(=O)NN)cc1OC	1	-2	2	3	-1	6	-5	4	6
O=[N+]([O-])c1cccc(S(=O)(=O)N2CCCCCC2)c1	9	7	2	-3	2	6	0	11	8
COCCNC(=O)C(=O)N/N=C(\C)CC(=O)Nc1cccc(C(F)(F)F)c1	-1	-1	-1	3	-1	-5	1	-3	9
CCc1nnc(SCCSc2nnc(CC)n2N)n1N	-6	0	-1	-2	0	0	-4	5	16
CN(C)c1ccc(C2NC(=O)c3ccccc3N2)cc1 (centres undefined)	1	-3	4	-2	-2	6	-4	4	3
COc1cc(OC)cc(-c2cc3nc(C)c(CCC(=O)NCc4ccccc4)c(C)n3n2)c1	15	-2	-1	0	-14	-11	4	4	1
CC(=O)N1CCCc2cc(S(=O)(=O)Nc3ccccc3C)ccc21	-8	-2	1	-7	-5	3	24	5	2
Cc1ccc(-c2csc(N(CCCN(C)C)C(=O)c3ccco3)n2)cc1	-70	-2	3	3	7	4	-4	2	11
COC(=O)c1[nH]c2ccc(Cl)cc2c1NC(=O)C1CC1	3	-3	1	-6	-6	6	4	0	3
C=CCn1c(SCc2nc3ccccc3[nH]2)nnc1-c1cccc(OC)c1	-3	-6	-4	-2	-5	-8	5	2	1
Cc1ccc(C(=O)NCCc2nnc3ccc(SCC(=O)Nc4ccccc4C)nn23)cc1	-42	-5	2	5	0	-11	0	4	8
Cc1ccc(S(=O)(=O)CCC(=O)c2cccc([N+](=O)[O-])c2)cc1	6	5	6	11	0	-6	4	2	17
COc1ccc(CCNC(=O)CCC(=O)N2CC(C)Oc3ccccc32)cc1OC (centres undefined)	6	2	1	2	-3	6	-1	6	0
O=C(O)c1ccc(CSc2ncnc3c2cnn3Cc2ccccc2)cc1	12	-2	0	4	-20	1	3	7	5
O=C(OCC(=O)c1ccc(Cl)cc1Cl)c1cnccn1	14	3	-3	-5	-2	-7	-1	-3	1
CCc1nnc(NC(=O)CN2C(=O)CCC2=O)s1	-3	0	6	5	1	-4	4	4	5
COc1cc(C(=O)N/N=C/c2coc3ccc(Cl)cc3c2=O)ccc1O	5	-1	2	-1	0	22	1	3	2
COc1ccc(N2C(=O)CSC2c2ccc([N+](=O)[O-])cc2)cc1 (centres undefined)	15	3	-2	-1	5	-3	-1	20	2
CCc1nnc(NS(=O)(=O)c2ccc(NC(=O)c3cccc(OC)c3)cc2)s1	-6	4	-3	-10	-1	-2	-5	2	7
COc1ccccc1N(C(=O)Cn1nnc2ccccc21)C(C(=O)NCc1ccco1)c1ccc(C)o1 (centres undefined)	8	-4	-3	-2	2	-3	5	7	10
O=C(CCc1ccccc1)Nc1sc2c(c1C(=O)O)CCCC2	8	1	2	6	1	.	5	.	.
Cc1ccc(OCc2cc(C(=O)N3CCCCCCC3)no2)cc1C	11	0	0	3	-1	7	4	1	-9
CC(C)NC(=O)Cn1c(SCC(=O)NC2CCCC2)nc2ccccc21	1	1	-2	-1	2	1	2	1	5
O=C(Nc1ccc(F)c(Cl)c1)C1CCCCC1	-9	4	0	8	0	2	1	5	9
CC(=O)c1cccc(NC(=O)COc2cc3oc(=O)c(CC(C)O)c(C)c3cc2Cl)c1 (centres undefined)	11	1	-2	10	-5	-1	4	-4	2
Cc1c(C(=O)N(C)C)c2ccc(Cl)cc2n1O	-8	-2	3	-3	4	0	4	-3	-4
O=C(NCc1ccc(F)cc1)C1CCCN(S(=O)(=O)c2cccnc2)C1 (centres undefined)	16	4	0	-1	1	2	0	6	1
COc1cc(OC)cc(C(=O)N2CCN(C3CCN(Cc4ccccc4)CC3)CC2)c1	5	-2	3	-1	3	3	3	1	4
O=C(Cc1ccc(Cl)cc1)N/N=C1\CCCc2ccccc21	-7	1	-1	1	-1	2	1	3	1
CN1CCN(C(=O)c2ccc(-n3cccn3)nc2)CC1	0	-4	2	-1	-2	0	5	1	-2
CC(=O)c1cc(C)ccc1OC(=O)c1cccc2nc(C)oc12	5	-7	1	1	-3	-6	-10	-5	3
CCOc1ccc2nnnn2n1	10	2	2	8	-3	-11	3	0	-3
Cc1ccc(S(=O)(=O)N2CCN(C(=O)c3nn(C(C)C)c(=O)c4ccccc34)CC2)cc1C	14	-1	2	6	7	12	4	-2	6
CCN(CC)Cc1c(O)c(Cl)cc2c3c(c(=O)oc12)CCCC3	3	-2	2	8	3	2	9	2	1
Cn1cccc1/C=N/NC(=O)Cc1ccccc1	5	3	2	3	-1	0	-1	3	5
COc1cccc(NC(=O)N2CCCC2)c1	10	2	3	0	7	2	-1	5	6
S=c1[nH]nc(-c2ccccc2)c2ccccc12	11	0	1	6	-2	5	6	0	1
CCOC(=O)C(CC)n1cnc2c(nnn2-c2ccc(OC)cc2)c1=O (centres undefined)	21	-3	-2	3	8	3	4	-3	0
NC(=O)C1(N2CCCCC2)CCN(C2CC(=O)N(Cc3cccs3)C2=O)CC1 (centres undefined)	15	2	0	-2	-4	5	-4	5	4
O=C(OCc1nc2ccsc2c(=O)[nH]1)c1ccc(Cl)nc1	10	5	2	1	2	6	0	2	7
O=C(O)c1ccccc1C(c1ccc(O)cc1)c1ccc(O)cc1	12	-1	1	-2	7	-1	-2	22	10
CC1(O)CC(c2ccc(Cl)cc2)=NN1C(=O)c1ccc([N+](=O)[O-])cc1 (centres undefined)	17	-2	0	-3	14	2	6	4	6
Cc1ccc(S(=O)(=O)N2CCN(C(=O)CCc3nc4ccccc4c(=O)[nH]3)CC2)c(C)c1	9	1	0	3	2	0	2	6	6
CNS(=O)(=O)c1cccc2cccnc12	4	-2	3	1	10	5	3	1	5
CC(=O)N1CCN(CCN=CC2=C(O)CC(c3ccco3)CC2=O)CC1 (centres undefined)	-4	0	-2	-2	7	11	-2	7	12
O=C(O)c1cccc(NS(=O)(=O)c2cccc(C(=O)Nc3ccccc3[N+](=O)[O-])c2)c1	-3	5	6	-1	6	14	2	2	6
